High-throughput results from PubChem BioAssay.
D1 potentiator: potentiators of human D1 dopamine receptor | HEK293 TREx D1 cells, calcium flux, dopamine EC20 potentiation | AID 504651 | actives 0.036% (n = 360,000) | potentiation, % at 10 µM | P21728; in the data active = potentiation above about 30%; also: 0% is about no effect
Target sequence (P21728 whole entry, looked up): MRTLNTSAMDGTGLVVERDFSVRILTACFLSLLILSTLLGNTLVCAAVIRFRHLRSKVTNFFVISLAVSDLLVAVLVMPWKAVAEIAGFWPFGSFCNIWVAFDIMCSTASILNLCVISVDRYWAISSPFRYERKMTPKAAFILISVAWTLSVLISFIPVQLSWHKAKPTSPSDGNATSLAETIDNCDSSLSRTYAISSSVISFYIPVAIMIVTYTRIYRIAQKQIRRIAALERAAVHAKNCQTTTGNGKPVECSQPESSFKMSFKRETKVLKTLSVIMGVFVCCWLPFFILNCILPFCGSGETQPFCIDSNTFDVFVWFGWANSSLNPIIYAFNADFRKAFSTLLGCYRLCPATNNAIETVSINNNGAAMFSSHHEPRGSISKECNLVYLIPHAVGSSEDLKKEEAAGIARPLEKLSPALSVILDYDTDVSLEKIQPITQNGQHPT
Vif-APOBEC3G blk: inhibitors of Vif-APOBEC3G interaction; Q9HC16; HeLa A3G-eYFP + Vif (tagged APOBEC3G with the HIV-1 protein that degrades it), YFP fluorescence, overnight; Potency, µM (doses to about 46.1 µM), without a hit: at the top dose activity, negative = active, actives largely listed as inhibitors; actives 0.076% (n = 410,000);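 also: potency is read from the fitted curve at half-maximal effect; % is scaled to controls: 0 for no effect and ±100 for the full control effect; nearly all actives have a fitted effect of over 60% in size; hits raise eYFP signal because A3G escapes Vif-driven loss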
Target sequence (Q9HC16 whole entry, looked up): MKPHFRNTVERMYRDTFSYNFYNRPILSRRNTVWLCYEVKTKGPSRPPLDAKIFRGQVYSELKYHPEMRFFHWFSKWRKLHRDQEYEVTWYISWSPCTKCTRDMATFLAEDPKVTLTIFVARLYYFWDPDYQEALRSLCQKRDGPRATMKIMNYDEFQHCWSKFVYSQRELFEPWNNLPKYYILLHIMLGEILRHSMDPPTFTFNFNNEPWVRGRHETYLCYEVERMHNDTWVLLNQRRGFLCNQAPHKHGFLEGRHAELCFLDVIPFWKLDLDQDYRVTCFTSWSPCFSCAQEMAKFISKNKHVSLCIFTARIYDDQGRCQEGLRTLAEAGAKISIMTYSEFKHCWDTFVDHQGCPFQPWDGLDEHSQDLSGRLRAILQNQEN
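Read-out is eYFP fluorescence (Ex 488/Em 500-530) from Vif-expressing HeLa A3G-eYFP cells; more signal means A3G escaped Vif-mediated degradation. Cells plated overnight, compound pinned in, incubated overnight at 37 deg C.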
D1 ag: human D1 receptor agonism | HEK293 T-REx D1 cells, calcium flux, agonist mode | activation, % at 2 µM | actives 1% (n = 360,000) | AID 504660; in the data active = activation above about 30%; also: 0% is about no effect
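Tetracycline-induced HEK293 TREx D1 cells, force-coupled to calcium signalling, were dye-loaded with a no-wash calcium kit. Compound was pin-added after a 10 s baseline. Fluorescence was read kinetically at 1 cycle/s for 180 s, with calcium rises flagged as agonism.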
Vif-A3F inh: blocks the Vif interaction with APOBEC3F | HeLa A3F-eYFP + Vif (tagged APOBEC3F with the HIV-1 protein that degrades it), YFP fluorescence increase | Potency, µM (highest dose often 46.1 µM), for inactives: top-dose activity, negative = active | actives 0.2% (n = 390,000) | AID 602313; also: potency is read from the fitted curve at half-maximal effect; % of control where 0% means no effect; nearly all actives have a fitted effect of over 65% in size
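HeLa cells stably expressing Vif plus C-terminally eYFP-tagged A3F were seeded, incubated overnight at 37 deg C, dosed with compound, incubated overnight again at 37 deg C. Yellow fluorescence (Ex 488/Em 500-530) reported blocked Vif-mediated A3F-eYFP degradation.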
GRP78 ERSR act: induces the endoplasmic reticulum stress response in human glioma cells; AID 602332; actives 0.02% (n = 420,000); U87-MG GRP78 promoter luciferase reporter, 16 h; Potency, µM, for the others: top-dose activation, usual class: activators; also: potency is read from the fitted curve at half-maximal effect; series mostly up to about 76 µM; % of control where 0% means no effect; nearly all actives have a fitted effect of over 35% in size
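Stably transfected U87-MG human glioma cells carrying a GRP78-based luminescent sensor were seeded at 1000 cells/well, pin-dosed with compounds and incubated 16 h. Luciferase reagent was then added, and end-point luminescence was read after 10 min at room temperature.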
RXFP1 agonist: RXFP1 (human) receptor agonism; Q9HBX9; HEK293T-RXFP1 cAMP TR-FRET, 30 min; response scale: percent of porcine relaxin response, buffer zero; Potency, µM (series often up to 57.5 µM), inactives show at the highest dose activation, actives largely listed as activators; actives 0.3% (n = 370,000); AID 2676; also: potency is read from the fitted curve at half-maximal effect; % is scaled to controls: 0 for no effect and ±100 for the full control effect; nearly all actives have a fitted effect of over 60% in size; many of its hits are not listed in these tables
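Agonist response is measured as cAMP accumulation in an RXFP1-transfected HEK293T line under PDE4 inhibition. Values are scaled between buffer-only and 29 nM porcine relaxin, and EC50s come from standard Hill equation fits.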
D2 PAM: D2 dopamine receptor (human) potentiation; P14416; HEK293 T-REx D2, calcium flux, EC20 dopamine potentiation; potentiation, % at 10 µM; actives 0.34% (n = 340,000); AID 485347;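 active = potentiation over 3 SD above the plate norm, cut at about 30% in these data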; also: 0% is about no effect
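Tetracycline-induced HEK293 T-REx cells force-coupled to calcium signalling expressed D2; compounds were pin-added after a 10 s baseline, read kinetically 180 s, then an EC20 dopamine challenge followed with a further 180 s calcium read.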
RXFP1 antag: RXFP1 (human) relaxin receptor antagonism | Q9HBX9 | HEK293-RXFP1, relaxin-stimulated cAMP HTRF, 30 min; stronger effect = lower value | activity change, negative = inhibition, % at 57.5 µM | actives 0.59% (n = 350,000);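 active = activity change of -60% or lower, but not beyond a set lower limit; inconclusive = change between -60% and -40%, or beyond the set limit; inactive = change above -40%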; also: % is scaled to controls: 0 for no effect and ±100 for the full control effect
D1 antagonist: antagonists of human D1 dopamine receptor; HEK293 TREx D1 cells, calcium flux, dopamine EC80; stronger effect = lower value; activity change, negative = inhibition, % at 10 µM; actives 3.2% (n = 360,000); P21728; AID 504652; in the data active = activity change below about -30%; also: % is scaled to controls: 0 for no effect and ±100 for the full control effect
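Inducible Hek293 Trex D1 cells (tetracycline, overnight, 30 C). Calcium dye 30–90 min RT. Antagonist mode: EC80 dopamine added after 180 s compound read.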
Numbers without * were called inactive; ? = inconclusive; . = no result given; & = joins results of further samples. Unless noted, calls follow the shape of the dose curve; as a rule, active = well fitted curve in the direction sought with a large enough effect; inconclusive = small, poorly fitted or top-dose-only effect, or another doubt; inactive = no such curve, though single readings can be large; an effect the other way counts as inactive or inconclusive. The list is partial. The share of hits here may be higher or lower than overall.

no.	compound	Vif-APOBEC3G blk	D2 PAM	Vif-A3F inh	RXFP1 agonist	GRP78 ERSR act
1	Cc1c(NC(=O)CN2CCC(C(N)=O)CC2)cccc1[N+](=O)[O-]	0%	-3	-3%	-0.3%	-6%
2	O=c1c2cc(NC(=S)N3CCC(N4CCCCC4)CC3)ccc2nc2n1CCCCC2	0%	1	-9%	1.6%	-4%
3	O=C(Nc1ccc(Cl)cc1)C1CCN(C(=O)c2cccs2)CC1	4%	2	10%	1.8%	2%
4	Cc1cccc(NC(=S)N(CCCN2CCCC2)Cc2cccn2Cc2ccc(Cl)cc2)c1	-1%	-12	17%	8.5%	-5%
5	O=S(=O)(c1cccs1)N1CCN(c2ccc(Cl)cc2)CC1	4%&1%	6&15	-4%&-4%	3.7%&0.7%	1%&-2%
6	CCOC(=O)c1c(NC(=O)c2cc3ccccc3c(=O)o2)sc2c1CCC(C(C)(C)C)C2 (stereo not drawn)	-5%	-3	2%	1.0%	5%
7	O=c1oc2cc(Cl)ccc2n1CSc1nc2ccccc2s1	-13%	1	-2%	1.8%	-5%
8	Cc1occc1C(=O)NNC(=O)COc1ccc(Br)cc1Br	1%	8	-1%	2.9%	-1%

no.	D1 antagonist	D1 ag	RXFP1 antag	D1 potentiator
1	14	4	-2	-3
2	-38*	3	-9	-5
3	-5	2	-15	-6
4	-16	10	-11	-14
5	3&-1	3&0	0&-21	-4&2
6	8	0	.	1
7	-6	9	-5	11
8	0	-1	-7	-6

A different layout for five compounds above:
1) Cc1c(NC(=O)CN2CCC(C(N)=O)CC2)cccc1[N+](=O)[O-]
2) O=c1c2cc(NC(=S)N3CCC(N4CCCCC4)CC3)ccc2nc2n1CCCCC2
3) O=C(Nc1ccc(Cl)cc1)C1CCN(C(=O)c2cccs2)CC1
4) Cc1cccc(NC(=S)N(CCCN2CCCC2)Cc2cccn2Cc2ccc(Cl)cc2)c1
5) O=S(=O)(c1cccs1)N1CCN(c2ccc(Cl)cc2)CC1
screen / no. | 1 | 2 | 3 | 4 | 5
Vif-APOBEC3G blk | 0% | 0% | 4% | -1% | 4%&1%
D2 PAM | -3 | 1 | 2 | -12 | 6&15
Vif-A3F inh | -3% | -9% | 10% | 17% | -4%&-4%
RXFP1 agonist | -0.3% | 1.6% | 1.8% | 8.5% | 3.7%&0.7%
GRP78 ERSR act | -6% | -4% | 2% | -5% | 1%&-2%
D1 antagonist | 14 | -38* | -5 | -16 | 3&-1
D1 ag | 4 | 3 | 2 | 10 | 3&0
RXFP1 antag | -2 | -9 | -15 | -11 | 0&-21
D1 potentiator | -3 | -5 | -6 | -14 | -4&2

(more compounds)
no.	compound	Vif-APOBEC3G blk	D2 PAM	Vif-A3F inh	RXFP1 agonist	GRP78 ERSR act
9	N#CC1=C(N)OC2=C(C(=O)CC(c3ccco3)C2)C1c1ccc(OCc2c(F)cccc2Cl)cc1 (stereo not drawn)	3%	26	0%	0.7%	2%
10	COc1ccc(OC)c(C(=O)c2c(C)oc3cc(Br)c(O)c(CN(C)C)c23)c1	-8%	.	-11%	.	-5%
11	Clc1ccc(Cl)c(OCCN2CCCC2)c1	-5%	-14	-7%	-0.1%	8%
12	CC(C)C(=O)Nc1ccc(C(=O)CSc2nnc(C3CC3)n2C2CC2)cc1	1%	-7	6%	3.0%	-3%
13	COc1ccc(NC(=O)COC(=O)CCCc2c[nH]c3ccccc23)cc1	-4%	1	-3%	0.7%	-4%
14	CC(C)(C)NC(=O)CN(C(=O)c1ccc(Cl)nc1)c1cccc2ccccc12	-12%	8	9%	12%	2%
15	O=C(C1CCC(C(=O)N2CCCCC2)CC1)N1CCCCC1 (stereo not drawn)	-2%	.	-7%	0.2%	-5%
16	COc1ccc(C)cc1NC(=O)COC(=O)c1c(C)noc1C	2%	-4	0%	-0.4%	-3%

no.	D1 antagonist	D1 ag	RXFP1 antag	D1 potentiator
9	4	3	-24	-5
10	.	.	17	.
11	11	2	1	-3
12	21	2	8	10
13	.	9	-9	-2
14	-4	1	-30	2
15	4	2	-1	1
16	-15	2	11	-4

(further entries)
no.	compound	Vif-APOBEC3G blk	D2 PAM	Vif-A3F inh	RXFP1 agonist	GRP78 ERSR act
17	Cc1c(C(=O)c2ccc(Cl)cc2[N+](=O)[O-])c2ccccn2c1CCC#N	-5%	.	-8%	2.5%	-3%
18	COC1CCN(C(=O)c2ccc(OC3CCN(Cc4ccccn4)CC3)cc2)CC1	-1%	19	-4%	-3.3%	-1%
19	COc1ccc(N(C(C)C(=O)N/N=C/c2cccnc2)S(C)(=O)=O)cc1 (stereo not drawn)	2%	16	-5%	1.2%	-2%
20	COc1ccc(C2c3c(n(C)c4ccccc34)C(=O)N2CC(=O)Nc2cc(Cl)ccc2C)cc1 (stereo not drawn)	1%	10	-3%	-1.6%	-3%
21	O=C1c2ccccc2CCCC12N=NCC2c1cccc2ccccc12 (stereo not drawn)	-1%	.	.	-0.1%	-4%
22	O=C(O)c1ccc(Sc2nnc(-c3cccc(Br)c3)o2)c([N+](=O)[O-])c1	-5%	7	8%	-0.2%	1%
23	Cc1ccc(-c2cc(C(=O)NCCc3ccccn3)c3ccccc3n2)c(C)c1	-4%	-3	-4%	0.8%	1%
24	COc1ccc(-c2n[nH]c(=S)n2C2CCCCC2)cc1	2%	-22	-6%	2.3%	-4%

no.	D1 antagonist	D1 ag	RXFP1 antag	D1 potentiator
17	-23	1	-5	-5
18	7	2	6	3
19	-3	6	0	-1
20	9	0	1	1
21	6	4	-19	-1
22	-28	-1	-2	-4
23	-16	-1	-4	0
24	43	2	-17	11

Additional records follow:
no.	compound	Vif-APOBEC3G blk	D2 PAM	Vif-A3F inh	RXFP1 agonist	GRP78 ERSR act
25	Cc1ccccc1NC1=C(Cl)C(=O)OC1OC(=O)c1ccccc1C (stereo not drawn)	-22%	1	-1%	0.8%	-7%
26	CCCNC(=O)NC(=O)CSc1cccc(C(F)(F)F)c1	-3%	2	-9%	0.3%	-6%
27	COc1cc2c(=O)n(Cc3ccco3)c(=O)n(CC(=O)Nc3ccc(F)cc3)c2cc1OC	-3%	-4	0%	18%	2%
28	Cc1ccc(-c2csc3nc[nH]c(=O)c23)cc1C	1%	-3	8%	8.6%	-1%
29	CCC(=O)C1CCCN(C(=O)c2ccc3nc(-c4cccc(OC)c4)oc3c2)C1 (stereo not drawn)	-9%	-4	1%	-2.6%	-3%
30	CC1CCN(c2c(NCc3ccc(C(=O)NCc4ccccc4)cc3)c(=O)c2=O)CC1	-4%	-13	-14%	0.4%	-1%
31	COc1ccccc1N1CCN(Cc2ccc(C(=O)O)cc2)CC1	0%	-3	?	-1.0%	-3%
32	CC1(C)CC(=O)C(C=NCCc2ccccn2)=C(O)C1	0%	6	2%	1.0%	2%

no.	D1 antagonist	D1 ag	RXFP1 antag	D1 potentiator
25	-22	1	-24	-1
26	-30	0	-2	-6
27	-8	-1	.	-1
28	-10	3	4	-5
29	2	1	-5	2
30	-34*	3	-10	-2
31	-8	7	7	2
32	10	2	8	1

(further entries)
no.	compound	Vif-APOBEC3G blk	D2 PAM	Vif-A3F inh	RXFP1 agonist	GRP78 ERSR act
33	COCCCNC(=O)c1cc2cc3cc(OC)ccc3nc2o1	1%	5	0%	5.3%	6%
34	CCc1[nH]nc2c1C(c1cccnc1)C(C#N)=C(N)O2 (stereo not drawn)	1%	16	-5%	1.0%	0%
35	CCCC(=O)NCCc1ccc(F)cc1	3%	2	-4%	0.7%	-4%
36	COc1ccc(Oc2ncnc3c2oc2ccccc23)cc1	-1%	5	0%	1.9%	1%
37	COc1cc(OC)c(NC(=O)N2CCc3c(sc4c3CCCC4)C2c2ccccc2)cc1Cl (stereo not drawn)	-1%	-2	0%	-0.6%	-2%
38	Cc1ccccc1NC(=O)CSc1c(C(C)C)cnc2c1c(=O)n(C)c(=O)n2C	0%	-11	2%	-0.4%	-4%
39	CN(Cc1ccccc1)c1ccc(-c2nc(-c3ccncc3)no2)cc1[N+](=O)[O-]	6%	2	0%	-0.7%	2%
40	CN(C)c1ccc(NC(=O)Nc2csc3ccccc23)cc1	-11%	5	12%	1.2%	4%

no.	D1 antagonist	D1 ag	RXFP1 antag	D1 potentiator
33	-10	3	3	-2
34	-6	0	12	2
35	2	3	-6	-3
36	-4	4	-14	1
37	1	-1	4	0
38	12	1	-2	3
39	-3	0	.	-1
40	6	5	-4	-4

(next part)
no.	compound	Vif-APOBEC3G blk	D2 PAM	Vif-A3F inh	RXFP1 agonist	GRP78 ERSR act
41	Cc1cc(NC(=O)c2ccc(S(=O)(=O)N3CCc4ccccc43)cc2)no1	-3%	-1	2%	2.6%	1%
42	COc1ccc(CNC(=O)c2cc(C3CC3)nc3c2cnn3C(C)C)cc1OC	1%	-10	2%	2.5%	-3%
43	Cc1ccc(Cl)cc1N1CCN(C(=O)c2cn(C3CCCCC3)c(=O)c3c2c2ccccc2n3C)CC1	4%	25	3%	3.3%	-3%
44	COCC(=O)N1CCC(Oc2ccc(C(=O)NCCCn3cccn3)cc2)CC1	-2%	4	1%	3.8%	8%
45	COc1cc(NC(=O)COc2cccc(OC)c2)cc(OC)c1	0%	-3	1%	-2.0%	-3%
46	O=C1CCCC2=C1C(c1ccncc1)c1c(nc(SCc3ccccc3Cl)[nH]c1=O)N2 (stereo not drawn)	-19%	-7	7%	1.1%	-1%

no.	D1 antagonist	D1 ag	RXFP1 antag	D1 potentiator
41	2	3	-10	-1
42	-1	0	-1	3
43	6	4	1	6
44	-4	3	-10	3
45	-14	0	-17	-7
46	19	2	-9	-11
